POLH inh = blocks human DNA polymerase eta activity; 1.2% of 390,000 active; AID 588591; Potency, µM (series often up to 114 µM), for inactives: at the top dose activity change, negative = inhibition, most hits filed as inhibitors; recombinant Pol eta, fluorescent DNA replication assay; Q9Y253; further: potency means the concentration at half of the fitted maximal effect; on the % scale 0 is the no-effect control and ±100 the full control effect
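Fluorescent replication assay: 50 nM final substrate added after a 15 min room-temperature compound preincubation with 10 nM enzyme. Signal taken at 0 min and again at 10 min.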
BLM inh = blocks DNA unwinding by human BLM helicase; P54132; AID 2528; Potency, µM (titrated, usually from 56.1 µM), for the others: at the top dose activity change, negative = inhibition, usual class: inhibitors; 0.2% of 350,000 active; recombinant BLM DNA unwinding, fluorescence dequenching;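 further: potency means the concentration at half of the fitted maximal effect; plate controls were vehicle for no effect and no enzyme for full effect; nearly all actives have a fitted effect of over 35% in size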
Anesthetic bind = candidate novel general anesthetic via apoferritin binding. P02791. apoferritin/1-aminoanthracene competitive binding, fluorescence. Potency, µM (highest dose often 77.5 µM), inactives show at the highest dose activity change, negative = displacement, actives largely listed as inhibitors. 0.074% of 350,000 active. AID 485281; further: potency means the concentration at half of the fitted maximal effect; on the % scale 0 is the no-effect control and ±100 the full control effect; nearly all actives have a fitted effect of over 20% in size
Target sequence (P02791 2-175 limits assumed): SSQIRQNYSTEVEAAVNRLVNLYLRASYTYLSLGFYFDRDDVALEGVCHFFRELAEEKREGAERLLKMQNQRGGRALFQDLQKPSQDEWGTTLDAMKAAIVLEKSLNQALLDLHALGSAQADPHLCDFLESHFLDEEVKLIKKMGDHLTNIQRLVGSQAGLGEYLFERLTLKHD
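Probe: 1-aminoanthracene (50% saturated, PBS). Protein: horse-spleen apoferritin, 10 uM. Incubation: 10 min, room temperature. Detection: 380 nm excitation, 535 nm emission. Analysis: normalized response, four-parameter Hill.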
Pol kappa inh = blocks human DNA polymerase kappa activity; Q9UBT6; 0.53% of 400,000 active; Potency, µM (highest dose often 107 µM), for the others: at the top dose activity, negative = inhibition, usual class: inhibitors; purified Pol kappa, fluorescent DNA synthesis assay, 10 min; further: potency means the concentration at half of the fitted maximal effect; on the % scale 0 is the no-effect control and ±100 the full control effect
Target sequence (Q9UBT6 whole entry, looked up): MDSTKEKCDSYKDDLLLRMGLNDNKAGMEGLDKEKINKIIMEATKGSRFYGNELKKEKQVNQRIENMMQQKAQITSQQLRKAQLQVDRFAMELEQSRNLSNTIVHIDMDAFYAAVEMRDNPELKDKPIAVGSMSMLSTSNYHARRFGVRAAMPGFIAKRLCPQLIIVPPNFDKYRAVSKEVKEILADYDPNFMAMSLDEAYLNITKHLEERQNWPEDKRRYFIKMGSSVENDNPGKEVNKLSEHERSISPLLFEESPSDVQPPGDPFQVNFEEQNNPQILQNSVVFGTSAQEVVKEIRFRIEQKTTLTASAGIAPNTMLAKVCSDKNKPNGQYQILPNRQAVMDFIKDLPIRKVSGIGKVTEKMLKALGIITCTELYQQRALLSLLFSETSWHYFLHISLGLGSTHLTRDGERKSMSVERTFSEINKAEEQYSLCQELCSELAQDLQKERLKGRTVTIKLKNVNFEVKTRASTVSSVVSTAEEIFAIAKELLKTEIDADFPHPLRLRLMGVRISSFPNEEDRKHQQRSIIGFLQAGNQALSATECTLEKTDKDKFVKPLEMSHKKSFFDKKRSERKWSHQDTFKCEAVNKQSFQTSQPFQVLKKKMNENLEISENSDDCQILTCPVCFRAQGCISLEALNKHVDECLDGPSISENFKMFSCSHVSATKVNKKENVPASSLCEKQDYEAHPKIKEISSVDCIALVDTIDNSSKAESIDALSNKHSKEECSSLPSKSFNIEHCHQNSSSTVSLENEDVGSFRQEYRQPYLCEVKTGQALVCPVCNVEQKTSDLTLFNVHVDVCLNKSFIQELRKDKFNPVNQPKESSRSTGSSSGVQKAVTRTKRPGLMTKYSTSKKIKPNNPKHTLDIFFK
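Activity was followed as the change in fluorescence between reads at 0 and 10 min after starting the reaction with 50 nM substrate. Beforehand, 10 nM polymerase had been preincubated with compound for 15 min at room temperature.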
POLI inh = blocks human DNA polymerase iota activity; Pol iota fluorescent replication assay, 10 min; Q9UNA4; Potency, µM (highest dose often 115 µM), without a hit: top-dose activity, negative = inhibition, most hits filed as inhibitors; 1% of 390,000 active; further: potency means the concentration at half of the fitted maximal effect
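Pol iota at 10 nM preincubated 15 min with compounds at room temperature; reaction started with fluorescent substrate, 50 nM final. Fluorescence read kinetically at 0 and 10 min; buffer-only wells as negative control.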
LDHA block = inhibitors of human lactate dehydrogenase A. 0.15% of 480,000 active. purified LDHA, NADH/diaphorase-resazurin fluorescence; active compounds read low. activity change, % (values are at about 110 or 230 µM); in the data active means activity change below about -30%; inconclusive means mostly about -25% to -30%;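 further: plate controls were DMSO wells for no effect and wells without enzyme for full effect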
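Human LDH5 at 2 nM final in Tris HCl pH 7.4 with 0.06 mM NADH and 0.2 mM pyruvate, reacted 5 minutes at room temperature. Remaining NADH coupled via diaphorase/resazurin; resorufin fluorescence read at 0 and 20 minutes, normalized to enzyme-free and DMSO wells.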
Pol beta inh = blocks human DNA polymerase beta activity; 1.3% of 340,000 active; Pol beta primer extension/strand displacement, fluorescence kinetic; Potency, µM (highest dose often 114 µM), inactives show at the highest dose activity change, negative = inhibition, hits mostly inhibitors; P06746; further: potency means the concentration at half of the fitted maximal effect; on the % scale 0 is the no-effect control and ±100 the full control effect
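Curves were derived by four-parameter Hill fits of normalized qHTS data. The kinetic fluorescent primer-extension read was taken at 0 and 10 min after 50 nM substrate, following a 15 min room-temperature preincubation of 10 nM enzyme with compounds.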
GRP78 ERSR act = induces the endoplasmic reticulum stress response in human glioma cells; Potency, µM, inactives show at the top dose activation, most hits filed as activators; 0.02% of 420,000 active; U87-MG GRP78 promoter luciferase reporter, 16 h; further: potency means the concentration at half of the fitted maximal effect; series mostly up to about 76 µM; % of control where 0% means no effect; nearly all actives have a fitted effect of over 35% in size
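Stably transfected U87-MG human glioma cells carrying a GRP78-based luminescent sensor were seeded at 1000 cells/well, pin-dosed with compounds and incubated 16 h. Luciferase reagent was then added, and end-point luminescence was read after 10 min at room temperature.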
APEX1 inh = blocks human APE1 abasic DNA cleavage; recombinant APE1, TAMRA/BHQ-2 abasic DNA cleavage fluorescence; Potency, µM (titrated, usually from 65.8 µM), inactives show top-dose activity change, negative = inhibition, hits mostly inhibitors; 0.35% of 350,000 active; AID 2517;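 further: potency means the concentration at half of the fitted maximal effect; plate controls were vehicle for no effect and reference inhibitor for full effect; nearly all actives have a fitted effect of over 55% in size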
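0.75 nM APE1 + cpd, 15 min RT; start w/ 50 nM TAMRA/BHQ-2 THF-abasic dsDNA; kinetic fluor 525/598 nm ×3 reads @60 s; Δ(read3−read1); normalized to DMSO and NSC13755 control wells.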
Active calls of the source: *; ? = inconclusive; / = no result given; & = joins results of further samples; [ ] = remark or other dose. Unless noted, the call rests on the fitted dose curve; in most records, active means well fitted curve in the direction sought with a large enough effect; inconclusive means small, poorly fitted or top-dose-only effect, or another doubt; inactive means no such curve, though single readings can be large; an effect the other way counts as inactive or inconclusive. Only part of the results is shown; rates above refer to the full screens.

SMILES	POLH inh	BLM inh	Anesthetic bind	Pol kappa inh	POLI inh	LDHA block	Pol beta inh	GRP78 ERSR act	APEX1 inh
C/C(=N/NC(=O)c1ccc(Cl)s1)c1ccc(NC(=O)COc2ccc(Cl)cc2)cc1	-4%	-4%	1%	-9%	-6%	-3	0%	-2%	-8%
Cc1nnc(NCc2ccncc2)c2ccccc12	-14%	-2%	-16%	1%	?	1	?	0%	-1%
CC(C)NC(=O)COCc1cc(-c2ccc3c(c2)OCO3)on1	-16%	1%	1%	-2%	134%[activator]	-6&-4	15%	10%	-9%
Cc1cc(C)c2c(n1)nn1c(N3CCN(Cc4ccccc4)CC3)cc(C)nc21	0%	1%	12%	-17%	7%	-5	-5%	-4%	-4%
Cc1c(Cl)cnc(NC(=O)CSc2nnc(C)n2Cc2ccccc2)c1Cl	-5%	-5%	?	-1%	-3%	-7	9%	-17%	2%
COc1ccc(C(c2c(C)n(C)n(-c3ccccc3)c2=O)c2c(C)n(C)n(-c3ccccc3)c2=O)cc1O	-5%	-1%&-1%	-2%&1%	10%	7%	2	7%&0%	-6%	6%
Cc1ccccc1C(=O)c1cccn1CC(=O)NCC(C)c1ccccc1 (stereo not given)	-20%	-13%	-23%	0%	27%	-2	5%	-3%	-17%
COc1cc(CC(=O)OCC(=O)N2CCCCC2)cc(OC)c1OC	3%	-1%	0%	-2%	157%[activator]	-6	1%	-4%	5%
COc1ccccc1CCC(=O)Nc1ccc(S(=O)(=O)Nc2cc(C)nc(C)n2)cc1	-8%	/	/	-8%	13%	-9	/	-2%	0%
Cc1cc(C(=O)Nc2nnc(C3CC3)s2)c(C)s1	-20%	/	/	-22%	10%	-3	/	0%	19%
CC[C@]1(C(=O)OC)[C@H]2C(=O)N(C)C(=O)[C@H]2[C@H]2CN=C(SCc3ccccc3)N21	-8%	/	/	8%	7%	-4	/	1%	-1%
Cc1ccccc1N=C1NC(=O)CS1	-7%	1%	-8%	-3%	2%	-6	13%	-5%	0%
CC(C)CN(C(=O)c1ccc(=O)n(C)n1)c1c(N)n(Cc2ccccc2)c(=O)[nH]c1=O	-11%	/	/	0%	24%	-7	/	-1%	4%
CC(C)CNC(=O)c1c(N)n(/N=C/c2ccccn2)c2nc3ccccc3nc12	?	-6%	0%	6%	-5%	2	?	-5%	6%
COc1ccccc1CNC(=O)CNC(=O)N1CC(=O)Nc2ccccc21	-14%	1%	-4%	3%	42%[activator]	-2	-1%	-2%	54%[activator]
CC(C)c1nn2c(=O)cc(O)nc2s1	-4%	4%	3%	3%	4%	-3	-7%	-4%	2%
Cc1cc(C)cc(-n2ccnc2SCC(=O)Nc2ccc(C)cc2C)c1	-18%	-1%	330%[activator]	-7%[60.1 µM]	11%	3	-2%	-3%	/
O=C(NCc1ccccc1Cl)c1ccc(NC(=O)N2CCSc3ccccc32)cc1	3%	-4%	-23%	-6%	3%	-6	0%	-3%	/
COc1cccc(NC(=O)N(Cc2cc3cc(C)cc(C)c3[nH]c2=O)CC2COCCO2)c1 (stereo not given)	-14%	-7%	?	-4%	26%	-1	-1%	-2%	-1%
CCC(=O)Nc1c(C)cc(C)cc1Cl	-12%	-3%	-15%	4%	-6%	-2	17%	-3%	7%

In a second layout: results already given
> Cc1ccccc1N=C1NC(=O)CS1
  POLH inh = -7%	BLM inh = 1%	Anesthetic bind = -8%	Pol kappa inh = -3%	POLI inh = 2%	LDHA block = -6	Pol beta inh = 13%	GRP78 ERSR act = -5%	APEX1 inh = 0%
> COc1cccc(NC(=O)N(Cc2cc3cc(C)cc(C)c3[nH]c2=O)CC2COCCO2)c1 (stereo not given)
  POLH inh = -14%	BLM inh = -7%	Anesthetic bind = ?	Pol kappa inh = -4%	POLI inh = 26%	LDHA block = -1	Pol beta inh = -1%	GRP78 ERSR act = -2%	APEX1 inh = -1%

Other records.
SMILES	POLH inh	BLM inh	Anesthetic bind	Pol kappa inh	POLI inh	LDHA block	Pol beta inh	GRP78 ERSR act	APEX1 inh
O=C(O)CC1c2ccccc2CCN1S(=O)(=O)c1ccccc1 (stereo not given)	-16%	/	/	1%	43%[activator]	-1	/	-5%	/
COCCNC(=O)C(c1ccccc1C)N(C(=O)Cn1nnc2ccccc21)c1cccnc1 (stereo not given)	8%	2%	-1%	-3%	8%	-9	9%	-3%	11%
CC1C(=O)Nc2ccc(S(=O)(=O)N3CCN(c4cccc(Cl)c4)CC3)cc2NC1=O (stereo not given)	-12%	-4%	?	-2%	-15%	-5	-2%	-5%	2%
CCN(CC)c1ccc(-c2nn3c(-c4n[nH]c5c4CCC5)nnc3s2)cc1	?	-4%	312%[activator]	-23%	1%	1	16%	1%	?
CCOc1ccccc1CNC(=O)c1ccc(NC(=O)N2CC(C)Sc3ccccc32)cc1 (stereo not given)	-16%	-4%	3%	-10%	-2%	-6	4%	-2%	/
COC(=O)Oc1ccc(/C=C/C(=O)OC(C)C)cc1OC(=O)OC	-2%	2%	-10%	-21%	-5%	7	41%	1%	-2%
COc1ccccc1-c1cc(C(=O)Nc2sc3c(c2C#N)CCCC3)no1	7%	-3%	-5%	5%	3%	-6	7%	0%	/
O=C(CCl)NN1C(=O)NC2(CCCCC2)C1=O	-19%	-4%	-3%	-20%	-3%	-11	-3%	-1%	1%
c1ccc(-n2nnnc2N2CCOCC2)cc1	-15%	-3%	-2%	3%	9%	0	-14%	0%	21%
CCCCCCn1c(CN2CCCC(C)C2)nc2c1c(=O)n(C)c(=O)n2C (stereo not given)	2%	0%	-10%	-9%	18%	1	3%	-7%	-1%
Cc1cc(Cl)c(OCCCn2ccnc2)c(Br)c1	-20%	-5%	-12%	-12%	163%[activator]	-20	12%	-4%	3%
CC(=O)OCC1OC(c2cc(C)cc(C)c2)C=CC1OC(C)=O (stereo not given)	/	-3%[12.4 µM]	-8%[15.3 µM]	/	/	/	/	-1%	0%[12.4 µM]
O=C1C=CC(=Nc2ccc(F)cc2)O1	-10%	/	/	-6%	14%	-4	/	-6%	/
CCCNC1=CC(=O)CC(C)(C)C1	-5%	-2%	0%	1%	141%[activator]	-4	0%	-4%	-7%
CC1CN(CCS(=O)(=O)c2cc(Cl)ccc2Cl)CC(C)O1 (stereo not given)	-1%	-1%	8%	-4%	41%[activator]	1	10%	-4%	2%
NC(=O)Oc1cccc(OC(N)=O)c1	-10%	-1%	-5%	-9%	-25%	-7	1%	3%	?
CC(=O)Nc1ccc(S(=O)(=O)N2CCNC(=O)CC2)cc1	-8%	1%	-6%	-13%	31%[activator]	-7	-8%	-6%	0%
Cc1ccccc1C(=O)Nc1ccc(S(=O)(=O)N2CC(C)OC(C)C2)cc1 (stereo not given)	8%	-3%	5%	-10%	6%	-7	8%	0%	-8%
CN(C)C(=O)c1cc(C(=O)c2c(F)cccc2F)c[nH]1	-6%	-3%	10%	-4%	25%	-11	?	-1%	-10%
CN(CC(=O)NC1CC1)S(=O)(=O)c1ccc(F)cc1	1%	-5%	-7%	4%	16%	-7	-29%	2%	-1%
CCOc1ccccc1N1CCN(C(=O)CCCc2nc3ccccc3s2)CC1	-5%	-1%	0%	-1%	2%	-1	14%	-3%	1%
CN(Cc1ccccc1)C(=O)c1ccc([N+](=O)[O-])o1	-2%	5%	-12%	-14%	?	1	-4%	0%	2%
CCCc1cc(=O)[nH]c(SCC(=O)c2cc(C)n(C)c2C)n1	-13%	-4%	-7%	-4%	3%	-1	4%	0%	6%
CCOC(=O)/C=C/c1ccc(C(F)(F)F)cc1S(=O)(=O)NC(C)(C)C	-25%	/	/	-4%&-10%	0%&-18%	1	/	?	/
CCOc1cc(/C=N\Nc2ncc(F)c(N3CCOCC3)n2)ccc1Oc1nc(Cl)ncc1F	-9%	-10%	-10%	-4%	-22%[58.9 µM]	-13	9%	-2%	-6%
COc1ccccc1CNC(=O)CCNC(=O)Cn1cnc2ccccc2c1=O	-8%	0%	-3%	-5%	40%[activator]	0	34%	0%	-3%
COc1ccccc1CCNC(=O)CCn1nc(C)c2c(C)n(-c3ccccc3)nc2c1=O	-17%	3%	-12%	-1%	14%	-1	18%	-5%	19%
O=C(NC(=S)NCc1ccccc1)c1cccc([N+](=O)[O-])c1	-8%	-12%	?	-5%	8%	-4	13%	0%	24%
O=C(C1CCCCC1C(=O)N1CCCCC1)N1CCCCC1 (stereo not given)	-10%	/	/	-1%	-1%	-2	/	-5%	/
O=S(=O)(Oc1ccccc1)c1cccnc1	-24%	/	/	-6%	-25%[58.9 µM]	-3	/	-1%	/
COc1cccc(OC)c1C(=O)Nc1cccc(NC(=O)c2cccs2)c1	-1%	-11%	-6%	-1%	-1%	1	2%	-1%	12%
Cc1ccc(NC(=O)c2ccccc2OCc2c(C)noc2C)cc1S(=O)(=O)N(C)C	-14%	/	/	-7%	2%	-5	/	-2%	-17%
C=CCn1c(SCC(=O)NC2CCS(=O)(=O)C2)nc2sc(CC)cc2c1=O (stereo not given)	-5%	-5%	4%	-10%	13%	-9	31%	-3%	18%
COc1cc(/C=N/n2c(C)nnc2C)cc(OC)c1OC	-19%	-2%	-1%	2%	13%	-2	3%	-1%	1%
O=C1C(c2ccc(F)cc2)N(Cc2ccccc2Cl)C(=O)CN1C1CCCCC1 (stereo not given)	2%	-5%	-5%	-7%[60.1 µM]	1%	-3	-1%	-1%	/
CS(=O)(=O)Nc1ccccc1C(=O)Nc1cccc(Cl)c1	-13%	0%	7%	-6%	-6%	-2	0%	0%	-2%
NC(=O)c1ccccc1NC(=O)CC12CC3CC(CC(C3)C1)C2	-11%	-7%	?	1%	14%	-2	2%	-3%	-9%
COc1ccc(C2C(C)C3(O)CC(C#N)(C(=O)N3)C2(C#N)C#N)cc1 (stereo not given)	-21%	-6%	-7%	-9%	33%[activator]	-7	13%	-6%	3%

Compound activity deposited in PubChem BioAssay by National Center for Advancing Translational Sciences (NCATS).
